# PKM2 activator: increases activity of human pyruvate kinase M2; P14618; purified PKM2, Kinase-Glo ATP luminescence, activation; response scale: 0% is enzyme alone, no compound; Potency, µM (doses to about 57.5 µM), inactives show top-dose activation, usual class: activators; hit rate 0.34% among 260,000; AID 1631; note: potency is the fitted concentration of half-maximal effect; nearly all actives have a fitted effect of over 55% in size
#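 Purified hPK-M2 (>95% pure) converted ADP (0.1 mM final) to ATP with 0.5 mM PEP in 50 mM imidazole pH7.2, KCl, MgCl2, Tween 20, BSA; 1 h at room temperature. ATP detected by Kinase-Glo luminescence.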
# USP2a inh: inhibitors of human ubiquitin-specific protease USP2a | O75604 | USP2 core, Ub-CHOP2 coupled fluorogenic reporter, 485/531 | Potency, µM (doses to about 38.3 µM), for inactives: at the top dose activity change, negative = inhibition, actives largely listed as inhibitors | hit rate 0.01% among 330,000 | AID 463254;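 note: potency is the fitted concentration of half-maximal effect; plate controls were DMSO wells for no effect and full inhibition by NEM control for full effect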
#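 USP2 core (10nM final) preincubated 30min RT with compound in 20mM Tris-HCl pH 8.0, 2mM CaCl2, 2mM beta-mercaptoethanol, 0.05% CHAPS; 25nM Ub-CHOP2 plus 25nM reporter substrate added, fluorescence (Ex485/Em531) read after 60min.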
# KCNH2 3.1 block: blocks the human KCNH2 3.1 channel isoform | hit rate 0.95% among 340,000 | activity change, % (tested at about 1.8 µM) | AID 720553 | U2OS KCNH2 3.1, thallium flux FluxOr; active compounds read low;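 active = maximum activity change below -70%; inconclusive = maximum activity change from -70% to -50%; inactive = maximum activity change above -50%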;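 note: thallium influx rate constant from kinetic fluorescence after stimulation buffer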
#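 Kinetic fluorescence (2 min after stimulation buffer) measures Tl+ influx through KCNH2 3.1 expressed by viral transduction in U2OS cells; the rate constant is normalized against DMSO controls serving as positive and negative references.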
# hERG WT inh: blocks the wildtype human KCNH2 potassium channel; Q12809; U2OS, BacMam KCNH2, thallium flux FluxOr; active compounds read low; activity change, % at 1.84 µM; hit rate 0.37% among 340,000; AID 720551;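 active = maximum activity change below -70%; inconclusive = maximum activity change between -70% and -50%; inactive = maximum activity change above -50%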
#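 U2OS cells were transduced with wild-type KCNH2 virus (2.03 x 10^8 / mL) for 4 h at room temperature, then cultured overnight at 37 C. Thallium flux was read with FluxOr dye. Rate constants were normalized to DMSO controls.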
# Chronic BCR inh: inhibitors of chronic active B-cell receptor signaling | ABC-DLBCL IkBa-CBG/CBR reporter, luminescence ratio, 4 h | hit rate 0.05% among 340,000 | Potency, µM (doses to about 46.1 µM), without a hit: top-dose ratio change, negative = lower green/red ratio, usual class: inhibitors; active = well fitted inhibition curve with a large enough effect in the signal ratio, with a control signal flat, not every such curve was filed as active; inconclusive = small, poorly fitted or top-dose-only effect, or effect the other way, or a change in a side signal; the % refers to the signal ratio;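 note: potency is the fitted concentration of half-maximal effect; plate controls were basal doxycycline-induced cells for no effect and cells given 10 µM MG132 for full effect; MG132 reads +100%, hits lower the ratio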
#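 Concentration-response series (up to 46 uM) were applied to TMD8 dual-reporter cells for 4 h at 37C with doxycycline. Green/red ratio, after filter-overlap correction, defined %Activity; red signal alone was normalised to basal cells and zero luminescence.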
# Eya2 inh: blocks the phosphatase activity of human Eya2; O00167; recombinant Eya2, OMFP fluorescence dephosphorylation (OMFP is methylfluorescein phosphate); Potency, µM (titrated, usually from 76.9 µM), without a hit: top-dose activity, negative = inhibition, usual class: inhibitors; hit rate 0.006% among 330,000; note: potency is the fitted concentration of half-maximal effect
# Target sequence (O00167 whole entry, looked up): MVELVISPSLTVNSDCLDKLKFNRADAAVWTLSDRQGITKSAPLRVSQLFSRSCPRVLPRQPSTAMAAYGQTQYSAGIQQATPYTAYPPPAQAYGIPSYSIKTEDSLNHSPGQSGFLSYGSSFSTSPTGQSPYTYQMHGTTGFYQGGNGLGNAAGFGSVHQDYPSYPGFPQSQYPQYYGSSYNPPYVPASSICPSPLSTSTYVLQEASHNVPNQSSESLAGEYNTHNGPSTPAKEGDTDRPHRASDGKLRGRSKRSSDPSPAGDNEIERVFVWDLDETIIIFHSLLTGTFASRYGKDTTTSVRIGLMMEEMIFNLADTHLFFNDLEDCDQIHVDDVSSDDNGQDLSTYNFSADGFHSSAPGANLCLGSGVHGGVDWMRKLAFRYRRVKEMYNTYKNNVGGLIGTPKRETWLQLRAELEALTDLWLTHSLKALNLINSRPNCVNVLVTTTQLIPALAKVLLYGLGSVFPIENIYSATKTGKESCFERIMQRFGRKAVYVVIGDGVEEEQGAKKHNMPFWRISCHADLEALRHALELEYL
#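 Eya2 protein (added as 0.2 uM solution) was preincubated with compound for 10 min at ambient temperature in 50 mM HEPES pH 7.5, 50 mM NaCl, 5 uM MgCl2, 0.05% BSA, 1 mM DTT. OMFP (added at 50 uM) then reacted 10 min; fluorescence read at 485/525 nm.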
# B2AR arrestin: agonists driving beta-arrestin recruitment to human beta2-adrenergic receptor | Potency, µM (doses to about 46.1 µM), for inactives: at the highest dose activation, usual class: activators | AID 492947 | beta-arrestin recruitment to beta2AR, cell-based reporter | hit rate 0.02% among 330,000;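 note: potency is the fitted concentration of half-maximal effect; 0% = DMSO controls and full agonism = EC100 isoproterenol or metaproterenol; nearly all actives have a fitted effect of over 65% in size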
# GALK inh: inhibitors of human galactokinase. P51570. Purified GALK, Kinase-Glo residual ATP luminescence. Potency, µM (titrated, usually from 57.5 µM), for the others: at the top dose activity change, negative = inhibition, most hits filed as inhibitors. hit rate 0.007% among 270,000; note: potency is the fitted concentration of half-maximal effect
# Target sequence (P51570 whole entry, looked up): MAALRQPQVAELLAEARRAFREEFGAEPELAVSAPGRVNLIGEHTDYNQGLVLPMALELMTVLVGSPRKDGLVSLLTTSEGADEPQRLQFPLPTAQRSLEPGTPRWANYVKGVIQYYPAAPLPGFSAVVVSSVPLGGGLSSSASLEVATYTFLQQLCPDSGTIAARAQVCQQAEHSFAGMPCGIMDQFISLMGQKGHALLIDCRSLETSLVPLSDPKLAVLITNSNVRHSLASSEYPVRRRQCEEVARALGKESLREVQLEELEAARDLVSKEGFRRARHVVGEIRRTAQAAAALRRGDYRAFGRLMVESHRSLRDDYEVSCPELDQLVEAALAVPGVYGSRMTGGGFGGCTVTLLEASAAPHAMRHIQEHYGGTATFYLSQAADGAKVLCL
#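 Human GALK (5 nM) with 35 uM ATP and 100 uM galactose in 20 mM HEPES pH 8.0, 5 mM MgCl2, 60 mM NaCl, 1 mM DTT, 0.01% BSA. After 1 h at room temperature, leftover ATP was read by Kinase-Glo Plus luminescence.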
# Giardia kill: kills Giardia lamblia | hit rate 0.15% among 340,000 | Giardia lamblia trophozoite viability | activity change, % at 7.66 µM, hits read low; in the data active = activity change below about -80%; inconclusive = between about -30% and that limit;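 note: parasites exposed to compound for two days anaerobically before the ATP read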
#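 Viability, read as ATP luminescence: trophozoites at 100 cells/well, compound added, 48 hrs anaerobic at 37 deg C, then 15-30 min room-temperature development before reading.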
# FBPA coupling cs: counter-screen for Giardia aldolase inhibitors: coupling enzyme system; hit rate 0.67% among 290,000; AID 2472; activity change, negative = inhibition, % at 58.2 µM, hits read low; coupling enzyme system counterscreen, AmpLite Red fluorescence; in the data active = activity change below about -30%
#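 Counterscreen lacking aldolase: glyceraldehyde-3-phosphate coupling-enzyme reagent preincubated 10 min at RT with compound (at 57.5 uM final), then substrate/coupling system with AmpLite Red added; fluorescence read at 525/598 nm after 20 min RT.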
# uPA surface inh: inhibitors of cell surface uPA generation | cell surface uPA generation assay, qHTS | Potency, µM (doses to about 38.3 µM), without a hit: top-dose activity change, negative = inhibition, actives largely listed as inhibitors | hit rate 0.31% among 330,000; active = well fitted inhibition curve with a large enough effect; inconclusive = small, poorly fitted or top-dose-only effect; inactive = no such curve, though single readings can be large or run the other way; tested in mouse RAW 264.7 cells; note: potency is the fitted concentration of half-maximal effect; nearly all actives have a fitted effect of over 55% in size
# Active calls of the source: *; ? = inconclusive; . = no result given; & = joins results of further samples; [ ] = remark or other dose. Unless noted, calls come from the whole dose curve; as a rule, active = well fitted curve in the direction sought with a large enough effect; inconclusive = small, poorly fitted or top-dose-only effect, or another doubt; inactive = no such curve, though single readings can be large; an effect the other way counts as inactive or inconclusive. Unless noted, % is set by controls: 0 for no effect and ±100 for the full control effect. No enrichment for hits (roughly 2.4% active in at least one column).
SMILES,PKM2 activator,USP2a inh,KCNH2 3.1 block,hERG WT inh,Chronic BCR inh,Eya2 inh,B2AR arrestin,GALK inh,Giardia kill,FBPA coupling cs,uPA surface inh
CCCn1c(NCc2ccc(C)o2)nc2ccccc21,-3%,-1%,-1,-18,-1%,5%,-0.2%,2%,1,3,-9%
CCCCCCN1C(=O)C(O)=C(C(C)=O)C1c1ccc(Cl)cc1 (configuration not stated),-1%,0%,8,-2,4%,3%,-0.9%,-2%,-8,14,-2%
COc1ccc(N2CCN(C(=O)C(NC(=O)c3c(F)cccc3F)C(C)C)CC2)cc1 (configuration not stated),-3%,0%,9,4,-1%,13%,0.0%,12%,-5,-1,2%
Cc1cc(C)c2ccc(C)[n+]([O-])c2c1O,9%,0%,3,0,-2%,-4%,0.2%,2%,0,-2,.
CCN(Cc1cc(=O)[nH]c2ccccc12)C(=O)C(C)C,-5%,-1%,20,-4,-5%,2%,-0.8%,3%,0,1,0%
CCOc1ccc(CCNC(=O)c2cccc(C#N)c2)cc1OCC,-6%,1%,2,-14,-4%,-1%,-0.1%,11%,1,0,-8%
COC(=O)[C@H]1[C@H]2C[C@@H]3c4[nH]c5cc(OC)ccc5c4CCN3C[C@H]2C[C@@H](OC(=O)/C=C/c2cc(OC)c(OC)c(OC)c2)[C@@H]1OC,.,0%,-73*,-31,-6%,19%,7.1%,.,-18,.,-26%
Cc1sc2nc(SCC(=O)NCCOCCO)n(C)c(=O)c2c1C,20%,0%,-9,5,-10%,-8%,-0.6%,4%,-1,0,-2%
CC(C)CN(CCNC(=O)CN1N=C(c2ccc(Cl)cc2)CCC1=O)CC(C)C,.,0%,13,-29,-1%,12%,-0.4%,2%,-28,2,6%
CCSc1nnc(NC(=O)NCC(F)(F)F)s1,0%,0%,-4,3,?,-18%,-0.3%,3%,-7,3,-1%
COc1ccc(NS(=O)(=O)c2cccc(C(=O)O)c2)cc1S(=O)(=O)N1CCCCC1,.,3%,0,-22,1%,7%,-0.2%,.,0,.,-1%
COc1ccccc1N1CCN(C2CCN(C(=O)c3cccc(F)c3)CC2)CC1,0%,-1%,3,2,0%,2%,-0.1%,1%,43[activator],-2,2%
Cc1ccc(C(=O)Nc2cccnc2)cc1[N+](=O)[O-],8%,1%,10,-8,7%,4%,-0.8%,2%,-1,0,3%
COC(=O)CCCC[C@H]1SC[C@H]2NC(=O)N[C@]21O,6%,2%,.,.,0%,14%,0.0%,2%,.,-1,.
CN(C)c1ccc(NC(=O)CN2C3CCCC2CC(NC(=O)c2ccccc2)C3)cc1 (configuration not stated),-2%,-1%,1,20,-3%,-16%,-0.6%,5%,3,6,1%
COC(=O)[C@H]1C[C@@H]1[C@H](NS(=O)(=O)c1ccccc1)c1ccccc1,3%&0%,0%,12,-7,2%,4%,0.4%,.,1,-3&1,7%
Cc1cc2cc(C(c3nnnn3C3CCCC3)N(Cc3cccnc3)Cc3ccco3)c(=O)[nH]c2cc1C (configuration not stated),4%,-1%,-3,-22,10%,4%,-0.1%,-3%,6,-3,.
O=C(CP(=O)(CO)CO)c1ccc(Cl)cc1,5%,0%,-15,4,2%,-3%,-0.6%,2%,-10,8,9%
O=C(C[C@@H]1C/C=C\C[C@@H](Cc2ccc(F)cc2)C(=O)OC[C@@H](Cc2c[nH]c3ccccc23)NC1=O)NCCO,.,5%,-4,-11,0%,8%,-0.2%,.,-29,.,-1%
O=C1NCCN(Cc2c(F)cccc2Cl)C1CC(=O)N1CCCO1 (configuration not stated),1%,5%,16,3,-13%,3%,6.6%,1%,-7,-4,-5%
COc1ccc(CN(C(=O)c2oc3ccc(F)cc3c2C)C2CCS(=O)(=O)C2)cc1 (configuration not stated),1%,-2%,.,18,0%,-6%,-0.5%,3%,13,-3,-4%
OC(CNCCNc1ncccc1C(F)(F)F)COc1ccc(F)cc1 (configuration not stated),6%,-1%,?,5,0%,-2%,-0.8%,2%,5,2,-10%
COc1ccccc1CCCNC(=O)C1CCC(=O)N(CCc2ccc(Cl)cc2)C1 (configuration not stated),1%,1%,0,20,?,-5%,0.5%,2%,-13,-3,-18%
CCC(C)[C@H]1COCCS(=O)(=O)N1Cc1ccccc1F (some centres not stated),1%,0%,12,-12,1%,11%,-1.2%,.,34[activator],-2,-11%
COc1ccc(C)cc1NC(=O)CN(c1ccc(C)cc1)S(C)(=O)=O,-3%,1%,25,8,-4%,5%,-0.1%,10%,4,1,0%

# A different layout for some results above.
SMILES	PKM2 activator	USP2a inh	KCNH2 3.1 block	hERG WT inh	Chronic BCR inh	Eya2 inh	B2AR arrestin	GALK inh	Giardia kill	FBPA coupling cs	uPA surface inh
O=C(C[C@@H]1C/C=C\C[C@@H](Cc2ccc(F)cc2)C(=O)OC[C@@H](Cc2c[nH]c3ccccc23)NC1=O)NCCO	.	5%	-4	-11	0%	8%	-0.2%	.	-29	.	-1%
O=C1NCCN(Cc2c(F)cccc2Cl)C1CC(=O)N1CCCO1 (configuration not stated)	1%	5%	16	3	-13%	3%	6.6%	1%	-7	-4	-5%
COc1ccc(CN(C(=O)c2oc3ccc(F)cc3c2C)C2CCS(=O)(=O)C2)cc1 (configuration not stated)	1%	-2%	.	18	0%	-6%	-0.5%	3%	13	-3	-4%
OC(CNCCNc1ncccc1C(F)(F)F)COc1ccc(F)cc1 (configuration not stated)	6%	-1%	?	5	0%	-2%	-0.8%	2%	5	2	-10%
COc1ccccc1CCCNC(=O)C1CCC(=O)N(CCc2ccc(Cl)cc2)C1 (configuration not stated)	1%	1%	0	20	?	-5%	0.5%	2%	-13	-3	-18%
CCC(C)[C@H]1COCCS(=O)(=O)N1Cc1ccccc1F (some centres not stated)	1%	0%	12	-12	1%	11%	-1.2%	.	34[activator]	-2	-11%
COc1ccc(C)cc1NC(=O)CN(c1ccc(C)cc1)S(C)(=O)=O	-3%	1%	25	8	-4%	5%	-0.1%	10%	4	1	0%

# (listing goes on)
SMILES,PKM2 activator,USP2a inh,KCNH2 3.1 block,hERG WT inh,Chronic BCR inh,Eya2 inh,B2AR arrestin,GALK inh,Giardia kill,FBPA coupling cs,uPA surface inh
CC12COC3(C(=O)N4CCN(c5ccccn5)CC4)CC1CCC32C (configuration not stated),-6%,2%,8,-10,0%,-1%,0.0%,-2%,14,-1,-9%
CCC(C(=O)O)P(=O)(c1ccc(Cl)cc1)c1ccc(Cl)cc1 (configuration not stated),2%,0%,1,3,-1%,-4%,-0.3%,-1%,-16,9,1%
CC1=C(C(=O)OC2CCCCC2)C(c2cccnc2)n2ncnc2N1 (configuration not stated),-19%,0%,-7,-16,-7%,-7%,-0.3%,.,0,5,-4%
COc1ccc(N2CCN(C(=O)Cc3csc(NC(=O)Nc4ccccc4OC)n3)CC2)cc1,.,-1%,11,-16,0%,30%,-0.3%,.,-2,.,-3%
CC(C)(C)OC(=O)C[C@@H]1C/C=C\C[C@@H](CC(=O)N(CCO)Cc2ccccc2)C(=O)N[C@@H](c2ccccc2)COC1=O,.,-7%,.,.,0%,-1%,-0.2%,.,2,.,16%
O=C(COc1ccc(F)cc1Cl)NC1CCCCCC1,.,-8%,0,19,?,-13%,0.2%,.,-18,.,-12%
COc1ccc(S(=O)(=O)N2CCCCCC2)cc1C(=O)OCc1cccc(OC)c1OC,.,-1%,-2,0,2%,-1%,-0.5%,.,-2,.,1%
CC(=O)C1=C(O)C(=O)N(CCc2c[nH]c3ccccc23)C1c1ccco1 (configuration not stated),-4%,1%,-3,0,13%,1%,0.0%,1%,6,2,4%
COc1ccc(NC(=O)CCn2cccc2)c(OC)c1,4%,2%,4,-4,-8%,6%,-0.3%,0%,-19,1,1%
CCOC(=O)c1[nH]n(-c2ccc(Cl)cc2)c(=O)c1C,9%,2%,-3,3,5%,-16%,0.0%,0%,-30,-6,0%
COc1ccc(NC(=S)NCCc2ccccc2)c(C)c1,-1%,1%,-2,-21,0%,5%,-0.2%,3%,-2,2,4%
CCOCCCNC(=S)Nc1ccc2nc3n(c(=O)c2c1)CCCCC3,.,-1%,4,13,-4%,-26%,0.0%,12%,-3,0,-2%
COc1cc(/C=N/NC(=O)CCn2c3ccccc3c3ccccc32)cc(OC)c1OC,-6%,2%,21,-1,?,-13%,-0.5%,-2%,2,1,3%
COc1ccccc1-c1nc(C#N)c(N2CCN(c3ccccc3)CC2)o1,-1%,3%,-5,3,-8%,-12%,-0.9%,2%,-11,-4,-3%

# Compound activity deposited in PubChem by National Center for Advancing Translational Sciences (NCATS).
